EPAC2 agonist – qHTS for Agonist of cAMP-regulated guanine nucleotide exchange factor 4 (EPAC2): primary screen; Rap guanine nucleotide exchange factor 4 (Homo sapiens), Q8WZA2; Potency, µM (top dose mostly 154 µM), inactives show at the highest dose activation, actives largely listed as activators; 360,000 tested, 0.079% active; EPAC2 activation, biochemical qHTS; response scale: 100% = 6.5 mM cAMP response; AID 720711, 2013; note: potency is the fitted concentration of half-maximal effect; nearly all actives have a fitted effect of over 50% in size
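Each well held 100 nM EPAC2, 250 nM RAP1B-BODIPY-GDP and 50 uM GDP. Fluorescence, read at 5-min intervals to 30 min, was referenced to a 6.5 mM cAMP positive control.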
EPAC1 agonist – qHTS for Agonist of cAMP-regulated guanine nucleotide exchange factor 3 (EPAC1): primary screen; EPAC1 agonist qHTS, biochemical assay; response scale: 100% = response to 6.5 mM cAMP; Potency, µM (doses to about 154 µM), for inactives: at the highest dose activation, actives largely listed as activators; 360,000 tested, 0.073% active; AID 720707, 2013; note: potency is the fitted concentration of half-maximal effect; nearly all actives have a fitted effect of over 60% in size
Target sequence (O95398 whole entry, looked up): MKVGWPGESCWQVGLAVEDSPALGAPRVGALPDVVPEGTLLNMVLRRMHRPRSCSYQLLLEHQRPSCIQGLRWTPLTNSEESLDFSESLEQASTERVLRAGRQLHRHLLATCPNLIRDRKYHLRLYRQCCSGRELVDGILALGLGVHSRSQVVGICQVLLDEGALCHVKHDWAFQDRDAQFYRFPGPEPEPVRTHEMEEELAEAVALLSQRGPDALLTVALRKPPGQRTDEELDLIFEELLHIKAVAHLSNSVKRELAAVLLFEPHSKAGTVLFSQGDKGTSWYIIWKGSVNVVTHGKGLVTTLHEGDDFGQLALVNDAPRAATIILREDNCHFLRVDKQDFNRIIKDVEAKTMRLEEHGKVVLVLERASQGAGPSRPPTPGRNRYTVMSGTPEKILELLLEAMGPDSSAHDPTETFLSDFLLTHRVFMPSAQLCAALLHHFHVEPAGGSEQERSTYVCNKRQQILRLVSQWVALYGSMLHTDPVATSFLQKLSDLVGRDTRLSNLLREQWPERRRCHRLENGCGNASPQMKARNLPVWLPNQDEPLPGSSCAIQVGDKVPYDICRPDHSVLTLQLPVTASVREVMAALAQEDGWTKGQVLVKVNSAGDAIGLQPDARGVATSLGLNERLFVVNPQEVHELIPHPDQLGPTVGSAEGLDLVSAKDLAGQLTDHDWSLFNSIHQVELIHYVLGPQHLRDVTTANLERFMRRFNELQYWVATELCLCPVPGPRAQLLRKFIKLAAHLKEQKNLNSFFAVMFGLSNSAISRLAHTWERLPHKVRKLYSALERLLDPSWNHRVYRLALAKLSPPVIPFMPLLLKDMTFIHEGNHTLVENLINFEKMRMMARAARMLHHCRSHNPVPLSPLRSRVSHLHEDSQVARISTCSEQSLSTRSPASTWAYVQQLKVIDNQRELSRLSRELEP
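Nucleotide exchange by EPAC1 (100 nM) on Rap1B–BODIPY-GDP (250 nM) in the presence of 50 uM GDP is tracked fluorescently at 480/540 nm over 30 min. Signals are normalized to a 6.5 mM cAMP control.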
WRN helicase inh – qHTS for Inhibitors of WRN Helicase; 360,000 tested, 0.46% active; Bifunctional 3'-5' exonuclease/ATP-dependent helicase WRN (Homo sapiens), Q14191; WRN helicase unwinding, fluorescent forked duplex, kinetic; Potency, µM (doses to about 114 µM), for inactives: at the highest dose activity change, negative = inhibition, most hits filed as inhibitors; note: potency is the fitted concentration of half-maximal effect; % is set by controls: 0 for no effect and ±100 for the full control effect; nearly all actives have a fitted effect of over 55% in size
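Enzyme (20 nM final) and test compound sit together 15 min at room temperature before substrate addition. Substrate is a single-forked duplex oligonucleotide (100 nM) labelled with fluorophore and quencher, with 2 mM ATP; helicase unwinding raises red fluorescence, read kinetically.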
CCT chaperon mod – High-Throughput Screening for Modulators of Cytosolic Chaperonin Activity; 360,000 tested, 0.3% active; activity change, % (no concentration beside the values), hits read low; purified chaperonin ATPase assay, HTRF ADP detection, 30 min; AID 651819, 2012; in the data active = activity change below about -30%; note: % is set by controls: 0 for no effect and ±100 for the full control effect
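ATPase activity: ADP formed was measured by HTRF Transcreener (665/615 nm ratio) after 30 min at 37 deg C with 10 uM ATP. Compounds screened at one 76 uM concentration against 40 or 20 nM TRiC in Tris pH 7.4/KCl/MgCl2/DTT buffer.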
IL2 activator – qHTS of IL-2 Activators. IL-2 activation reporter assay, cell-based qHTS; stimulated with anti-CD3/CD4/CD28 beads; in transgenic mouse T cells. activation, % (series mostly up to about 46 µM). 360,000 tested, 0.065% active. AID 652025, 2013; in the data active = activation above about 50%; inconclusive = mostly about 30% to 49%; note: 0% is about no effect
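Unstimulated transgenic mouse T cells, 750 per well, received compound and, after 60 minutes, anti-CD3/anti-CD4 bead plus anti-CD28 stimulation. EGFP and DsRed were quantified after 18 hours.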
PI5P4Ka inh – qHTS for Inhibitors of phosphatidylinositol 5-phosphate 4-kinase (PI5P4K); max response, %; Phosphatidylinositol 5-phosphate 4-kinase type-2 alpha (Homo sapiens), P48426; 330,000 tested, 1.2% active; PI5P4Kalpha enzyme, ADP-Glo luminescence, 60 min; active compounds read low; active = max response of -50% or lower; inconclusive = between -30% and -50%; inactive = -30% or higher; note: value at the top dose of about 77 µM; % is set by controls: 0 for no effect and ±100 for the full control effect
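Single end-point luminescence (ADP-Glo) quantified ADP from PI5P4Kalpha turnover; ATP 5 microM final, 1 h at RT, 0.1% CHAPS and 0.28 mM EGTA in HEPES pH 7.4.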
PLK1 PBD block – qHTS for Inhibitors of PLK1-PDB (polo-like kinase 1 - polo-box domain): Primary Screen; Serine/threonine-protein kinase PLK1 (Homo sapiens), P53350; Plk1 PBD binding of FITC phosphopeptide, fluorescence polarization; Potency, µM, for inactives: max response, negative = inhibition, hits mostly inhibitors; 360,000 tested, 2.8% active; note: potency is the fitted concentration of half-maximal effect; series mostly up to about 57 µM; % is set by controls: 0 for no effect and ±100 for the full control effect; nearly all actives have a fitted effect of over 65% in size
EPAC1 antag – qHTS for Antagonist of cAMP-regulated guanine nucleotide exchange factor 3 (EPAC1): primary screen; 360,000 tested, 0.14% active; EPAC1 GEF assay, Rap1b-BODIPY-GDP exchange fluorescence; Potency, µM (top dose mostly 115 µM), for inactives: at the top dose activity change, negative = inhibition, hits mostly inhibitors; Rap guanine nucleotide exchange factor 3 (Homo sapiens), O95398;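 note: potency is the fitted concentration of half-maximal effect; plate controls were vehicle for no effect and positive control for full effect; nearly all actives have a fitted effect of over 50% in size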
An asterisk follows results filed as active; ? = inconclusive; nt = no result given; [ ] = another dose, or the depositor's remark. Unless noted, calls come from the whole dose curve; as a rule, active = well fitted curve in the direction sought with a large enough effect; inconclusive = small, poorly fitted or top-dose-only effect, or another doubt; inactive = no such curve, though single readings can be large; an effect the other way counts as inactive or inconclusive.

compound,EPAC2 agonist,EPAC1 agonist,WRN helicase inh,CCT chaperon mod,IL2 activator,PI5P4Ka inh,PLK1 PBD block,EPAC1 antag
CC1CCCN(Cc2nc(Cc3ccccc3Cl)no2)C1 (stereo unspecified),17%,9%,-2%,0.4,2.3,3,-5%,-4%
CC(C)c1ccc(OCC(=O)NNC(=S)NC(=O)c2ccco2)c(Br)c1,-5%,5%,1%,-1.6,-2.7,-17,?,-1%
C/C(=N\Nc1nncc2ccccc12)c1ccc(C(C)(C)C)cc1,-10%,-1%,11%,-2.0,-4.3,29,4%,-1%
O=C(C1CC(=O)N(c2ccc(Cl)cc2)C1)N1CCN(Cc2ccc3c(c2)OCO3)CC1 (stereo unspecified),5%,13%,-6%[57.1 µM],1.0,-0.5,-4,-12%,-2%
O=C(Nc1ccn(CCCN2CCN(Cc3ccc(F)cc3)CC2)c(=O)n1)OCc1ccccc1,18%,2%,-1%,-3.6,-2.5,0,-8%,5%
COc1ccccc1CN1C[C@@H]2C[C@@H](C3=Cc4cccc(OC)c4OC3)N3CCC[C@@]23C1=O,1%,13%,-6%,-2.1,-1.2,0,-9%,-25%
CCCCN(CC)C(=S)Nc1ccc2nc3n(c(=O)c2c1)CCCCC3,7%,-14%,0%,1.8,0.3,1,-3%,-8%
CCOc1cc(C(=O)Nc2ccccc2N2CCOCC2)ccc1OCC(=O)N1CCCCC1,-10%,-9%,0%,-0.5,-2.2,-3,5%,3%

(continued)
compound,EPAC2 agonist,EPAC1 agonist,WRN helicase inh,CCT chaperon mod,IL2 activator,PI5P4Ka inh,PLK1 PBD block,EPAC1 antag
CC(Sc1nc2c(N)ncnc2n1CCOc1ccccc1)C(=O)O (stereo unspecified),11%,10%,1%,0.2,-0.1,-25,-4%,-7%
O=C1CCC(=O)N1c1nc2nc(-c3ccccc3)cc(-c3ccccc3)n2n1,6%,1%,-20%,-2.0,-0.5,-2,?,-16%
S=C(NCc1ccccc1)N1CCCCC1,3%,-9%,3%,-0.9,1.3,0,-7%,-20%
CN(C)c1nc(N)nc(Nc2ccccc2C#N)n1,3%,1%,-7%,-1.7,0.2,4,0%,5%
O=C(O/N=C1\CCCc2ccccc21)c1cccc(Cl)c1,1%,-16%,3%,1.0,-1.4,5,-1%,-11%
O=[N+]([O-])c1ccc(NC(=S)N2CCc3ccccc32)cc1,18%,-7%,-13%,-2.8,-4.3,1,-16%,-28%
COc1ccc(CCNC(=S)Nc2ccc(OC)cc2)cc1,5%,-4%,5%,1.5,-3.3,-7,21µM*,-6%
CCOc1ccc(NC(=O)CSc2nc3ccccc3nc2N2CC(C)OC(C)C2)cc1 (stereo unspecified),3%,-3%,0%,-0.4,-2.9,8,-4%,-15%

Just PI5P4Ka inh, PLK1 PBD block and CCT chaperon mod, for some of the entries so far:
mol,PI5P4Ka inh,PLK1 PBD block,CCT chaperon mod
COc1ccc(CCNC(=S)Nc2ccc(OC)cc2)cc1,-7,21µM*,1.5
CCOc1ccc(NC(=O)CSc2nc3ccccc3nc2N2CC(C)OC(C)C2)cc1 (stereo unspecified),8,-4%,-0.4

Other records
compound,EPAC2 agonist,EPAC1 agonist,WRN helicase inh,CCT chaperon mod,IL2 activator,PI5P4Ka inh,PLK1 PBD block,EPAC1 antag
O=C(Nc1nnc(C2CC2)s1)c1cccnc1Oc1ccc(Cl)cc1,11%,-1%,-5%,-1.0,-0.1,1,-11%,6%
COC(=O)C1=C(C)NC2=C(C(=O)CCC2)C1c1cccc(C)n1 (stereo unspecified),-3%,0%,-1%,-1.2,0.0,nt,4%,1%
OCC1(Cc2cccc(Cl)c2)CCCN(Cc2cnn(-c3ccccc3)c2)C1 (stereo unspecified),7%,4%,-9%,-0.6,-0.1,0,1%,-7%
COc1cc2c(cc1OC)C(C(=O)O)C(c1ccc(C)o1)N(C)C2=O (stereo unspecified),-6%,0%,7%,0.9,1.3,3,-5%,3%
COc1nc(-c2ccccc2)nc(-c2ccccc2)c1C,13%,1%,-8%,0.7,-3.4,24,0%,-2%
Cc1ccc2sc(C)cc(=O)c2c1,2%,8%,0%,1.1,0.6,-8,-1%,-6%
CC(C)(C)c1ccc(C(CC(=O)O)NC(=O)CSc2ccccc2)cc1 (stereo unspecified),-8%,3%,-11%,1.4,2.0,-2,-28%,-4%
CCOC(=O)c1ccc(Oc2nc(NC(C)(C)C)nc(N(C)C)n2)cc1,16%,-5%,-12%,0.3,-0.4,2,-6%,-17%

(next part)
compound,EPAC2 agonist,EPAC1 agonist,WRN helicase inh,CCT chaperon mod,IL2 activator,PI5P4Ka inh,PLK1 PBD block,EPAC1 antag
O=C(CN1C(=O)NC2(CCc3ccccc32)C1=O)NCC(=O)Nc1ccc(F)cc1 (stereo unspecified),7%,12%,4%,-0.3,1.0,0,3%,6%
COc1ccc(CNS(=O)(=O)c2cc(-c3cc(C)no3)ccc2C)cc1OC,6%,-2%,-1%[57.1 µM],-0.3,13,-1,-18%,-25%
COc1ccc(CN2CCCCC2C)cc1C (stereo unspecified),8%,-5%,2%,-4.5,1.7,2,-1%,0%
Cc1c(/C=C(\CC(=O)O)c2nc3ccccc3s2)cc(C#N)n1C,5%,-2%,4%,-1.9,-1.5,-19,27µM*,8%
O=C(/C=C/Nc1cccc(C(F)(F)F)c1)C(F)(F)F,-12%,-3%,0%,-0.3,-1.0,nt,-8%,0%
COc1cc(NC(=O)C2CCN(S(=O)(=O)c3cccc4nonc34)CC2)cc(OC)c1,0%,0%,-15%,1.2,0.1,-6,7%,-7%
CCCc1cc(=O)n2nc(N3CCC(C(=O)NCc4ccc(C)o4)CC3)sc2n1,0%,1%,-3%,0.7,-4.1,-11,-14%,21%
NC(=O)c1cc([N+](=O)[O-])c(Cl)cc1NCc1ccccn1,10%,-7%,-7%,-1.4,0.3,-6,-14%,0%

(more compounds)
compound,EPAC2 agonist,EPAC1 agonist,WRN helicase inh,CCT chaperon mod,IL2 activator,PI5P4Ka inh,PLK1 PBD block,EPAC1 antag
CC(Oc1ccc(Cl)cc1)C(=O)N(C)CC(=O)Nc1ccc(N2CCOCC2)cc1 (stereo unspecified),5%,-3%,-20%,2.2,-0.6,-1,-3%,13%
Cc1c(NC(=O)CNCc2ccc3c(c2)OCO3)c(=O)n(-c2ccccc2)n1C,3%,-8%,-7%,2.5,1.6,-5,-2%,-18%
CSCCC(NC(=O)c1ccco1)C(=O)NCC1CCCO1 (stereo unspecified),8%,-2%,-1%,-4.1,0.1,-2,-21%,?
Cn1cc(-c2nnnn2-c2cccc(C(F)(F)F)c2)c(C(F)(F)F)n1,1%,-12%,-8%,-0.3,-2.7,1,-6%,-5%
Clc1ccccc1C1SCC2Nc3ccccc3CN21 (stereo unspecified),21%,20%,-3%,-3.1,-0.8,1,-7%,-3%
COc1ccc(-c2coc3c(C(=O)Nc4cccnc4)cccc23)c(C)c1,17%,-3%,-13%,-1.8,0.7,-1,2%,-13%
COC(=O)c1cccc(-c2ccc(/C=N/N3C(=O)C4C5C=CC(C6CC56)C4C3=O)o2)c1 (stereo unspecified),28%,13%,0%,-1.7,-4.1,-4,-25%,-16%
Cc1cc(NC(=O)c2ccc([N+](=O)[O-])cc2Cl)ccc1NC(=O)c1ccco1,2%,3%,-3%,-0.5,0.7,6,4%,-16%

(cont.)
compound,EPAC2 agonist,EPAC1 agonist,WRN helicase inh,CCT chaperon mod,IL2 activator,PI5P4Ka inh,PLK1 PBD block,EPAC1 antag
CCCc1cc(=O)[nH]c(SCC(=O)Nc2ncc(S(=O)(=O)c3ccc([N+](=O)[O-])cc3)s2)n1,-5%,-7%,-7%,-2.7,0.6,-2,-4%,-4%
O=C(CSc1nnc2ccccn12)NNC(=O)c1ccc(F)cc1,6%,-3%,2%,-2.5,0.3,-7,-4%,8%
CCCOc1ccc(CC(=O)NCC2(c3ccccc3)CCOCC2)cc1OC,-16%,3%,-8%,0.1,-2.1,1,-3%,7%
CCOC(=O)C1=C(C)Nc2ncnn2C1c1cccnc1 (stereo unspecified),6%,10%,11%,-0.5,-0.2,nt,-7%,0%
CCOC(=O)C(=NCCCN(C)C)NNc1cc(C(F)(F)F)ccc1Cl,-3%,-7%,1%,-2.4,-2.6,8,-14%,0%
COc1ccc(S(=O)(=O)/N=C2\C=C(NS(=O)(=O)c3ccccc3)C(=O)c3ccccc32)cc1,?,13%,-21%[11.6 µM],1.4,0.8,-64*,30µM*,?
Cc1nnc(N2C(=O)c3cccc4c([N+](=O)[O-])ccc(c34)C2=O)s1,-10%,-19%,-11%,-1.7,-0.6,-4,?,-12%
CCOC(=O)C1=C(NC#N)OC(C)=C(C)C1c1ccc(O)cc1 (stereo unspecified),8%,-4%,-6%,-4.6,1.3,2,-9%,-16%

Next entries:
compound,EPAC2 agonist,EPAC1 agonist,WRN helicase inh,CCT chaperon mod,IL2 activator,PI5P4Ka inh,PLK1 PBD block,EPAC1 antag
COC(=O)c1cc(S(=O)(=O)NCC2CCN(Cc3ccc(C)cc3)CC2)cn1C,16%,14%,2%,-2.1,0.0,-1,-16%,-7%
COc1cc(OC)c(NC(=S)Nc2cccc(C)c2)cc1Cl,10%,-10%,-4%,-2.3,1.0,2,-15%,-4%
CN1CCN(NC(=O)c2cc(Br)ccc2Cl)CC1,6%,13%,2%,-0.8,-0.5,3,-11%,-7%
O=C(Nc1ccccc1N1CCOCC1)c1cccc(S(=O)(=O)N2CCOCC2)c1,8%,1%,7%,-0.5,1.1,-1,-3%,12%
CCC/C(O)=C1\C(=O)CC(C)(C)CC1=Nc1ccccc1O,7%,-1%,-3%,-5.0,-0.6,?,13µM*,-1%
O=C(COC(=O)Cn1cnc2ccccc2c1=O)NCC12CC3CC(CC(C3)C1)C2,3%,-11%,-24%,-1.1,-0.6,2,-11%,-28%

Bioassay records from PubChem.

A portion of the library; count on the stated rates, not on these rows.
